Bioassay records (PubChem BioAssay)
HT1080-NT tox = kills 2HG-producing HT-1080-NT fibrosarcoma cells. Potency, µM (doses to about 46.1 µM), for inactives: top-dose activity, negative = less viability, usual class: cytotoxic. HT-1080-NT fibrosarcoma viability, CellTiter-Glo ATP luminescence, 48 h. AID 686970. 360,000 tested, 1.6% active;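 note: NT is the 2HG producing partner of a matched IDH1 knockdown line; potency is the fitted concentration of half-maximal effect; 0% = DMSO-treated cells and -100% = media-only wells without cells; nearly all actives have a fitted effect of over 55% in size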
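HT-1080-NT fibrosarcoma cells (2HG-overproducing), 750 cells/well in RPMI with 5% FBS, dosed after 2 h and incubated 48 h at 37C. CellTiter-Glo luminescence normalized to DMSO and no-cell wells; concentration-response curves fitted and classed.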
HEK293 tox = cytotoxicity in counter-screen for GLP-1R inverse agonists. HEK293 cAMP-luciferase reporter cells, luminescence, 24 h. Potency, µM (doses to about 38.3 µM), without a hit: at the highest dose activity change, negative = inhibition, actives largely listed as inhibitors. 410,000 tested, 0.13% active. AID 624418;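 note: loss of luciferase light is scored as toxicity; potency is the fitted concentration of half-maximal effect; % is set by controls: 0 for no effect and ±100 for the full control effect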
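Quantitative HTS format, 1536 wells, 200 cells/uL seeded. Compounds: 23 nL, 24 h, 37 °C. Detection: luciferase reagent, luminescence at 12 min RT; decreased signal taken as cytotoxic.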
SW480 rereplic = induces DNA re-replication in SW480 colon adenocarcinoma cells; SW480 DNA re-replication, Hoechst DNA content imaging, 48 h; Potency, µM (top dose mostly 46.1 µM), inactives show top-dose re-replication activation, most hits filed as activators; 340,000 tested, 1.8% active; note: potency is the fitted concentration of half-maximal effect; % of control where 0% means no effect; nearly all actives have a fitted effect of over 55% in size
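Hoechst fluorescence of nuclei (405 nm excitation, 500-530 nm emission) measured by plate-scanning imager after 48 hr compound exposure at 37 C; re-replication scored as increased number of nuclei with elevated intensity.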
DRD3 agonist = activates the human D3 dopamine receptor; P35462; D3R DiscoveRx beta-arrestin cells, luminescence, 90 min; max activation, %; 410,000 tested, 0.58% active; in the data active = max activation above about 30%; note: 0% is about no effect; mostly tested at two doses, the higher about 12 µM
Target sequence (P35462 whole entry, looked up): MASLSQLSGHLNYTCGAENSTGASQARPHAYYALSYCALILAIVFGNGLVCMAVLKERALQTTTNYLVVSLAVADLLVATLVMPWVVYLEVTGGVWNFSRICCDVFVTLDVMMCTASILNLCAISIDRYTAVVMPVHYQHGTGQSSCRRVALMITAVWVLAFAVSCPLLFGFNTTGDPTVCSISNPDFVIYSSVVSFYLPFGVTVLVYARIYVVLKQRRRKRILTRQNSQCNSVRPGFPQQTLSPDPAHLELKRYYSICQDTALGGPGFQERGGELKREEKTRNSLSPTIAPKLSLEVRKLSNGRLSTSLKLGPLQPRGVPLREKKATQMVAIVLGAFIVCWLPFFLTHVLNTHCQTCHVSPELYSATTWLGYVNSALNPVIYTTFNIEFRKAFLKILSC
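Cells at 1500/well, incubated overnight, then treated with pinned compounds (dopamine as control) for 90 min at 37 degrees C. DiscoveRx reagent added for 30 - 60 minutes at room temperature; luminescence read.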
HT1080 IDH1KD tx = toxicity to HT-1080 IDH1 knockdown cells (counter line); Potency, µM (top dose mostly 46.1 µM), for the others: top-dose activity, negative = toxicity, most hits filed as cytotoxic; 360,000 tested, 2% active; HT-1080 IDH1 knockdown viability, ATP luminescence, 48 h;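 note: potency is the fitted concentration of half-maximal effect; 0% = DMSO wells and -100% = cell-free medium wells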
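Cytotoxicity counter-line: IDH1KD HT-1080, 48 h, CellTiter-Glo. Curves classed by r2, magnitude and activity.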
KB-3-1 tox = kills parental KB-3-1 adenocarcinoma cells; KB-3-1 viability, CellTiter-Glo ATP luminescence, 72 h; Potency, µM (highest dose often 46.1 µM), inactives show at the highest dose activity change, negative = cytotoxic, usual class: cytotoxic; 400,000 tested, 1.4% active; AID 1347075; note: potency is the fitted concentration of half-maximal effect; % is set by controls: 0 for no effect and ±100 for the full control effect; nearly all actives have a fitted effect of over 60% in size
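72 h, 37 °C compound treatment of KB-3-1 parental cells; CellTiter-Glo added, 10 min, luminescence read. Data corrected against DMSO-only plates and normalized before curve fitting.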
KB-V1 MDR tox = kills drug-selected multidrug resistant KB-V1 cells. 400,000 tested, 3.4% active. Potency, µM (doses to about 46.1 µM), for inactives: at the highest dose activity change, negative = cytotoxicity, hits mostly cytotoxic. KB-V1 MDR cells viability, CellTiter-Glo, 72 h; note: potency is the fitted concentration of half-maximal effect; % is set by controls: 0 for no effect and ±100 for the full control effect; nearly all actives have a fitted effect of over 60% in size
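Cytotoxicity toward P-gp-expressing KB-V1 cells was determined as loss of CellTiter-Glo luminescence after 72 h at 37 degrees C. Compounds were tested in quantitative HTS format across a concentration range, with curves fitted to normalized data.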
MCF10A rereplic = induces DNA re-replication in MCF 10a normal breast cells; MCF 10A DNA re-replication, Hoechst nuclear intensity, 48 h; Potency, µM (series often up to 46.1 µM), for inactives: at the top dose activity, positive = re-replication, actives largely listed as activators; 350,000 tested, 2.9% active; AID 624296; note: potency is the fitted concentration of half-maximal effect; % of control where 0% means no effect; nearly all actives have a fitted effect of over 50% in size
IL-1B inflam inh = inflammasome signaling inhibition, IL-1 beta readout; THP-1 LPS/ATP IL-1B secretion, AlphaLISA, 16 h; hits give low values; activity change, % at 57.5 µM; 360,000 tested, 4.7% active; AID 743279; in the data active = activity change below about -50%; inconclusive = mostly about -30% to -49%; note: % is set by controls: 0 for no effect and ±100 for the full control effect
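Secreted IL-1B measured by AlphaLISA bead assay after 16 h compound exposure of THP-1 cells; compounds (final up to 57.5 uM) added 1 h before LPS (250 ng/mL) and ATP (1.25 mM) stimulation; lower signal means less secretion.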
* marks the source's active call; other numbers are inactive results; i = inactive; ? = inconclusive; · = not tested or not shown; [ ] = dose if it differs, or a comment. Unless noted, calls come from the whole dose curve; as a rule, active = well fitted curve in the direction sought with a large enough effect; inconclusive = small, poorly fitted or top-dose-only effect, or another doubt; inactive = no such curve, though single readings can be large; an effect the other way counts as inactive or inconclusive.

Sequence of screens – HT1080-NT tox	HEK293 tox	SW480 rereplic	DRD3 agonist	HT1080 IDH1KD tx	KB-3-1 tox	KB-V1 MDR tox	MCF10A rereplic	IL-1B inflam inh
O=C(CN1C(=O)C2(SCC(=O)N2c2cccc(F)c2)c2ccccc21)NCc1ccccc1Cl (stereo not drawn)
  ·	-15%	·	-5	·	-3%	6.5µM*	·	·
CC(=O)Nc1nc2ccccc2[nH]1
  1%	6%	0%	-6	-5%	-1%	-9%	-4%	0
COc1ccc(C(C)=O)cc1COC(=O)c1cnc(Cl)c(Cl)c1
  -23%	-1%	?	2	-9%	11%	3%	0%	-82*
CCCCn1c(N)c(N(Cc2ccccc2OC)C(=O)CN2C(=O)NC(C)(c3ccccc3)C2=O)c(=O)[nH]c1=O (stereo not drawn)
  13%	-12%	-2%	1	13%	5%	-8%	4%	-11
CCC1=C(OC(=O)N(CC)CC)N2C(=O)OC(=NCC(=O)OC)[C@]2(Cc2ccccc2)[C@H]2C1=CC[C@H]1C(=O)N(c3ccccc3)C(=O)[C@H]12
  0%	23%	8%[9.22 µM]	14	0%	12%	11%	?	6
Cc1ccc(NC(=O)CCNC(=O)c2ccc(Cl)cc2)cc1F
  -21%	-2%	3%	-9	-1%	3%	-2%	1%	-9
N#Cc1ccccc1Cn1cnc2nc3c(cc2c1=O)CCCC3
  ·	-9%	·	-7	·	11%	-15%	·	·
Cc1cccc2cc(CN(C(=S)NCC(C)C)C3CCCC3)c(=O)[nH]c12
  -2%	-21%	2%	-6	-2%	-6%	?	5%	?
Cc1cc(OCCCN2CCCC2)ccc1Cl
  -4%	-11%	-11%	-3	-1%	0%	-4%	-6%	3
COc1ccccc1Cc1nc(-c2ccncc2)no1
  0%	-4%	-31%[inhibitor]	-9	0%	-21%	-18%	0%	5
O=C(CCN1CCN(CCO)CC1)Nc1ccc(C2CCCC2)cc1
  -23%	2%	?	2	-15%	1%	-10%	16%	-4
O=C(N/N=C/c1cccnc1)c1cc(-c2ccccc2Cl)nc2ccccc12
  -5%	3%	-32%[inhibitor]	1	5%	27%	-14%	-9%	i
COc1cc(NC(=S)NC(=O)c2ccccc2F)ccc1NC(=O)c1ccco1
  -3%	-2%	11%	-6	-8%	4%	16%	26%	-4
Cc1ccc2nsnc2c1NC(=O)CCc1ccccc1
  14%	19%	-1%	12	6%	3%	?	2%	13
Cc1ccc(C)c(N(CC(=O)NCc2ccco2)C(=O)CCC(=O)Nc2ccccn2)c1
  0%	-14%	0%	-4	5%	4%	-1%	-1%	-15
CCN(CC)C(=O)CSC(Nc1cccc(F)c1)=C(C#N)C#N
  -4%	-18%	-5%	1	-1%	-4%	0%	-17%	·
COc1ccc(/C=N/NC(=O)CN2CCN(Cc3ccccc3)CC2)cc1Br
  -9%	-3%	-8%	-19	-7%	8%	-1%	10%	-11
C=CCNC(=O)CC1C(=O)NCCN1Cc1ccc(-c2ccccc2)cc1 (stereo not drawn)
  -1%	-11%	-4%	1	-1%	-2%	-7%	-2%	-4
Nc1cnn(Cc2ccccc2F)c1
  ?	-11%	3%	-3	?	-6%	1%	19%	16
O=C(Cn1c(COc2ccccc2)nc2ccccc21)Nc1cc(Cl)ccc1Cl
  -16%	15%	9%	-3	-5%	?	23µM*	0%	49
COc1cc2[nH]cc(C(=O)NCc3ccccc3)c(=O)c2cc1OC
  -15%	-23%	2%	-9	-16%	0%	-2%	-3%	-16
CC(=O)Nc1ccc(OCC(O)Cn2ccnc2C)cc1 (stereo not drawn)
  2%	-20%	2%	5	3%	12%	0%	-2%	3
O=C(CN1CCN(c2ccccc2)CC1)N1CCN(c2ccccc2)CC1
  -2%	-22%	0%	10	1%	-16%	21µM*	-4%	8
O=C(Nc1ccc(Cl)c(S(=O)(=O)N2CCOCC2)c1)c1ccccn1
  -11%	2%	-2%	9	-13%	1%	0%	5%	18
O=c1c2ccccc2nnn1Cc1ccccc1Cl
  -3%	-3%	-6%	9	-3%	-7%	6%	4%	-5
Cc1cccc(C)c1NC(=O)CNC(=O)c1ccc(NS(=O)(=O)c2ccc3[nH]c(=O)[nH]c3c2)cc1
  -1%	-3%	-4%	-7	7%	-3%	4%	-2%	-3
COc1cccc(CN2CC(C(=O)NCCN3CCOC3=O)CCC2=O)c1 (stereo not drawn)
  4%	-2%	-11%	-4	0%	-11%	4%	2%	-6
CCOc1ccc(/C=C2\NC(=S)NC2=O)cc1
  9%	-21%	4%	-1	1%	-1%	-6%	1%	-18
COc1ccccc1NC(=O)C(CC(=O)O)Cc1cc(C)cc(C)c1 (stereo not drawn)
  5%	6%	·	5	0%	4%	22%	·	14
CC(C(=O)N1CCc2ccccc21)N(C)CC(=O)Nc1ccc(F)cc1 (stereo not drawn)
  0%	2%	24%	-36	1%	·	·	?	2
CCc1ccc(N=C2NC(=O)/C(=C/c3cc(OC)c(OC)c(OC)c3)S2)cc1
  -27%	-24%	?	-5	?	?	?	12µM*	-3
COc1ccccc1N1CC(C(=O)Nc2nnc(SCc3ccccn3)s2)CC1=O (stereo not drawn)
  11%	-13%	-5%	5	12%	7%	-7%	-3%	0
Brc1ccc(-c2nnc(-c3cccc(Br)c3)o2)cc1
  23%	1%	-1%	3	16%	-8%	10%	-14%	18
COc1cccc(C2/C(=C(\O)c3ccc4c(c3)OCCO4)C(=O)C(=O)N2Cc2cccnc2)c1 (stereo not drawn)
  12%	0%	2%	9	17%	1%	0%	13%	30
CCOc1ccc(-n2c(SCC(=O)Nc3ccc(CC)cc3)nc3n[nH]c(C)c3c2=N)cc1
  ?	-31%	41%	5	18µM*	?	1%	13%	-29
NNC(=O)CCc1c[nH]c2ccccc12
  11%	-3%	4%	1	11%	2%	?	-6%	-2
Nc1ccc(C(=O)N/N=C2\CCCc3c2[nH]c2ccccc32)cc1
  15%	-5%	6%	-3	2%	?	-29%	13%	-22
CN(C(=O)c1ccc2c(c1)OCO2)C1CCCCC1
  0%	-4%	0%	0	4%	-11%	8%	-1%	-8
Cc1ccc(S(=O)(=O)Cn2nnnc2C(C(C)C)N2CCC(O)CC2)cc1 (stereo not drawn)
  0%	-3%	0%	17	-6%	-1%	20%	-2%	15
CN(c1cccc(NC(=O)CN(c2ccc(Cl)c(Cl)c2)S(=O)(=O)c2ccccc2)c1)S(C)(=O)=O
  -22%	15%	·	-10	-29%	0%	?	24%	0
CCOc1ccc(/C=N/NC(=O)C2CC2)cc1OC
  0%	0%	-7%	-5	0%	4%	12%	-8%	-4
CCN1CCN(c2cc(-c3ccccc3)nc3cc(-c4cccc(F)c4)nn23)CC1
  23µM*	?	?	-14	?	?	?	10µM*	-62*
COc1ccc2[nH]c(=O)c(-c3nnn(-c4ccc(Cl)nc4)n3)cc2c1
  1%	8%	-19%	15	2%	4%	?	8%	14
Cc1[nH]c2ccc(C(=O)N3CCC(C(N)=O)CC3)cc2c1C
  0%	-4%	-3%	0	5%	4%	?	0%	-13
CCN(c1ccccc1)S(=O)(=O)c1ccc(C(=O)Nc2ncccc2O)cc1
  -1%	13%	-1%	-7	-3%	-13%	?	13%	0
COc1cc2c3c(c1)-c1c(sn(-c4cc(OC)ccc4OC)c1=S)C(C)(C)N3C(=O)C2=O
  8%	-2%	-10%	6	2%	-4%	8%	-1%	-22
CC(C)=C1C2CCC1C1C(=O)N(c3ccc4c(c3)OCO4)C(=O)C21 (stereo not drawn)
  6%	-5%	-3%	-4	3%	-5%	?	8%	1
Nc1cc(Cl)ccc1N1CCCCCC1
  3%	17%	-4%	6	4%	0%	-1%	-2%	-4
CS(=O)(=O)c1ccc(Cl)c(NC(=O)COC(=O)c2cccc(S(=O)(=O)N3CCCC3)c2)c1
  10%	-1%	?	1	9%	12%	?	14%	12
COc1cc(CN(C(=O)c2ccc(Cl)cc2)C2CCS(=O)(=O)C2)cc(OC)c1OC (stereo not drawn)
  ·	5%	·	-9	·	-2%	-3%	·	·
Cc1c(NC(=O)CSc2nc3ccccc3c(=O)n2C(C)C)c(=O)n(-c2ccccc2)n1C
  1%[9.24 µM]	-26%	-3%	1	-2%	-5%	0%	-5%	-27
COc1ccccc1NC(=O)CN1CCN(CC(=O)Nc2ccc(OCc3ccccc3)cc2)CC1
  ?	-11%	14%	9	?	0%	?	5%	?
c1ccc(CNc2ccc3c(c2)ncn3C2CCCCC2)nc1
  4%	-16%	23µM*	-8	7%	10%	-29%	21µM*	-22
COCCNc1nc(NCc2ccccc2OC)c2cnn(C)c2n1
  ·	-3%	·	-8	·	-4%	0%	·	·
CCNC(=S)NS(=O)(=O)c1ccc(CC)cc1
  0%	10%	-1%	-31	-1%	-12%	?	-12%	-2
O=[N+]([O-])c1ccccc1Oc1ccc(C(F)(F)F)cn1
  -5%	-3%	-1%	-4	1%	15%	0%	2%	-3
COc1ccc(CCC(=O)Nc2c(C)n(C)n(-c3ccccc3)c2=O)cc1
  -3%	1%	-10%	-2	11%	0%	9%	-2%	4
CCOc1ccc(/C=C2\SC(=S)N(CC(=O)Nc3ccccn3)C2=O)cc1
  5%	-1%	?	4	4%	-3%	-1%	?	12
O=C(O)c1cscc1-c1cccc2ccccc12
  10%	1%	·	-3	-5%	?	2%	·	14
